NCI-60 one-dose screen, 48 h, at 10 µM unless noted. Numbers give growth in % (100 = growth as untreated, 0 = no growth, -100 = all killed).
CAKI-1 = CAKI-1 renal cancer; 4.7% of 75,000 active
786-0 = 786-0 renal cancer cells | 5.1% of 81,000 active
SN12C = SN12C renal cancer cells | 3.8% of 81,000 active
ACHN = ACHN renal cancer; 4.9% of 81,000 active
TK-10 = TK-10 renal cancer cells. 3.9% of 81,000 active
A498 = A498 renal cancer cells; 5.4% of 76,000 active; AID 1794774
UO-31 = UO-31 renal cancer; 5.2% of 81,000 active; AID 1794768
PC-3 = PC-3 prostate cancer cells | 3.9% of 80,000 active
RXF 393 = RXF 393 renal cancer cells; 6.9% of 77,000 active; AID 1794773
Starred values were filed as active, the others as inactive; / = not tested or not shown; & = joins results of further samples; ! = not active in a repeat; [ ] = another dose, or the depositor's remark. The calls were made as follows: active = growth percent below 10; inactive = the rest. The list is partial. The share of hits here may be higher or lower than overall.

SMILES	CAKI-1	786-0	SN12C	ACHN	TK-10	A498	UO-31	PC-3	RXF 393
CC1(C)N=C(N)N=C(N)N1c1ccc(OCc2ccc(S(=O)(=O)F)c(Cl)c2)c(Cl)c1	/	35.2	27.8	39.6	68.7	90.9	115.0	53.0	61.7
CC(C)[C@@H]1NC(=O)[C@]2(C)CSC(=N2)c2csc(n2)CNC(=O)C[C@@H](/C=C/CCS)OC1=O	/	10.2	31.7	5.8*	/	-74.8*	10.4	17.0	-57.7*
c1cc[n+](CCCCCCCCCC[n+]2ccccc2)cc1	/	95.1	23.8	95.7	98.6	86.8	88.4	84.1	105.1
CN1CC(CNC(=O)OCc2ccccc2)CC2c3cccc4c3c(cn4C)CC21 (stereo not given)	52.9	42.8	45.0	39.7	53.9	57.6	32.5	40.0	8.6*
CCC(c1ccc(OC(=O)Cc2ccc(N(CCCl)CCCl)cc2)cc1)C(CC)c1ccc(OC(=O)Cc2ccc(N(CCCl)CCCl)cc2)cc1 (stereo not given)	93.0	93.8	102.9	108.1	105.9	112.2	69.2	100.1	/
CCCCCCCC[n+]1ccc2ccccc2c1	/	75.5	48.3	94.8	62.9	93.1	71.0	35.0	97.4
N=c1nc2n3c(nnnc3n1)NN2	105.6	110.7	109.4	104.6	119.6	110.5	96.1	/	117.3
COC(=O)[C@@]12C(=O)N(Cc3ccc(OC)cc3OC)C(C)(C)C1=Cc1cccc3c1[C@@]2(O)C(=O)N3C	100.2	94.1	105.5	103.8	97.4	95.8	88.5	99.1	104.3
Cc1ccc(CCl)cc1	/	97.4	101.5	108.4	96.5	99.7	90.0	105.1	126.6
CC1(C)N=C(N)N=C(N)N1c1ccc(OCCCCNC(=O)Nc2cccc(S(=O)(=O)F)c2)c(Cl)c1	96.6	35.8	7.5*	94.9	62.0	90.3	90.1	5.7*	58.2
O=C(CCCc1ccc(N(CCCl)CCCl)cc1)OCc1ccccc1	73.7	99.0	79.1	50.6	107.2	98.5	83.6	83.2	109.1
NC(=O)OC1CCCCC1	92.0	111.0	115.8	108.7	103.3	116.5	100.9	102.3	103.9
COC(=O)CC(c1cccc(OC(F)F)c1)c1c(O)c2ccccc2oc1=O (stereo not given)	92.0[8.25 µM]	104.0[8.25 µM]	87.4[8.25 µM]	102.4[8.25 µM]	102.5[8.25 µM]	94.4[8.25 µM]	82.9[8.25 µM]	99.5[8.25 µM]	108.1[8.25 µM]
CC(=O)[C@H]1[C@H](N2CC2)C[C@H]2[C@@H]3CC=C4C[C@@H](O)CC[C@]4(C)[C@H]3CC[C@@]21C	94.1&84.6	99.3&99.4	99.1&86.9	85.1&82.4	105.5&98.0	74.1&82.3	85.8&95.3	70.9&68.5	102.2
O=C(O)c1nn(Cc2ccc(Cl)cc2Cl)c2ccccc12	82.1	101.4	/	/	134.9	92.8	82.7	100.4	/
CNC(=O)Oc1ccc(C)cc1OC	/	103.3	103.0	113.6	99.5	104.6	88.4	93.4	/
C=CCN1CC[C@]23c4c5ccc(O)c4OC2C(=O)CC[C@@]3(O)[C@H]1C5 (stereo not given in full)	93.8	100.9	99.4	102.4	119.3	108.5	88.7	102.6	105.3
O=[N+]([O-])c1ccc(N2CC2)c([N+](=O)[O-])c1	/	111.6	90.9	100.7	104.1	95.7	70.4	82.5	98.7
C=C1C(=O)OC2CC3(C)OC3C3OC3C3=CC(OC3=O)C12 (stereo not given)	7.0*	108.2&96.0	97.4&100.4	-29.0*	-22.5*!	106.0&112.6	44.2&44.3	92.2&105.9	8.4*!
C#C[C@]1(O)CC[C@H]2[C@@H]3CC=C4C[C@@H](OC(=O)CCC5CCCCC5)CC[C@]4(C)[C@H]3CC[C@@]21C	96.5	104.2	89.2	96.8	96.8	77.5	92.0	85.3	109.1
CCCCn1cc(C(=O)/C(C#N)=C/c2cc3ccccc3nc2Cl)c2cc(OC)ccc21	75.0	97.0	79.2	79.0	101.1	94.8	61.6	87.7	/
CC1CC2(C)C(CCC3C2CCC2(C)C(OP(=O)(N4CC4)N4CC4)CCC32)CC1=O (stereo not given)	87.8	88.6	85.2	91.8	107.3	104.4	70.8	70.8	111.1
CCCNC(=O)[C@@H](CCC(F)(F)F)CC(=O)N[C@H]1N=C(c2ccccc2)c2ccccc2N(C)C1=O	102.2	96.9	95.4	105.0	105.9	133.2	86.3	100.1	/
COc1ccc(/C=C\c2cc(OC)c(OC)c(OC)c2)cc1OCC(=O)Nc1nc2ccc(C(F)(F)F)cc2s1	24.5	83.2	45.8	38.2	8.6*	14.3	21.0	31.5	-4.8*
CC1(O)c2cccc(O)c2C(O)=C2C(=O)C3(O)C(O)=C(C(N)=O)C(=O)CC3CC21 (stereo not given)	87.0	98.4	97.1	89.5	97.1	77.4	78.1	91.2	105.6
CC(C(=O)c1ccc(Cl)cc1)N1CCCCC1 (stereo not given)	99.0	94.0	/	104.3	99.9	93.8	97.5	95.0	107.2
N#Cc1cccc(Cl)c1	/	110.3	108.8	92.9	112.3	104.8	88.7	90.1	116.4
O=[N+]([O-])c1ccc(Cl)cc1	102.2	108.5	93.1	109.8	87.0	97.9	78.4	88.3	118.0
CCC1(CC)COP(=O)(OCC(Cl)CCl)OC1 (stereo not given)	102.6	110.8	102.0	104.9	104.4	107.6	75.2	100.3	110.7
CC(=O)C1(C)CCOC1=O (stereo not given)	96.2	98.2	103.1	106.5	101.4	68.7	86.4	91.7	109.6
c1ccc([C@H]2N[C@H]2c2ccccc2)cc1	/	98.8	98.1	/	94.1	95.2	89.3	100.0	111.3
COc1ccc(C=C2C(=O)NC(=S)NC2=O)cc1OC	102.0	112.5	102.7	98.6	109.4	106.2	83.0	96.9	124.4
ClCCN(CCCl)c1nc(Cl)c(C2CC(c3ccc(Cl)cc3)=NN2c2cc(Cl)cc(Cl)c2)s1 (stereo not given)	82.9	103.2	92.0	106.1	108.9	100.6	91.3	93.6	119.3
[Cl][Hg][c]1cc[c]([Hg][Cl])o1	/	-74.8*	34.9	3.3*	41.8	109.4	3.2*	51.3	62.1
CC[N+]1(CC)CCC(OC(=O)C(O)(c2ccccc2)c2ccccc2)C1 (stereo not given)	87.3	101.9	93.7	97.5	99.2	123.9	84.7	94.0	90.9
CN(C)CC1CCCCC1=O (stereo not given)	104.2&115.5	111.7&111.3	95.4&104.2	108.6&101.7	110.8&122.3	116.9&104.1	86.0&93.1	82.8&89.9	90.0&115.2
[O-][Cl+3]([O-])([O-])O	95.5	106.6	102.2	111.7	127.2	99.0	80.5	99.0	93.8
O=P(N1CCCCCC1)(N1CCCCCC1)N1CC1	106.9	104.0	91.5	103.4	86.5	/	78.7	91.4	115.3
CC(C)c1cc(C(C)(C)c2ccc(O)c(C(C)C)c2)ccc1O	41.1	78.5	68.8	58.4	77.8	71.6	57.8	38.7	66.0
Cc1ccccc1N1COOC2(OOC1)C1CC3CC(C1)CC2C3	96.1	104.1	109.7	109.1	100.2	94.4	85.9	99.3	120.3
CCOP(=S)(OCC)Oc1cc(C)nc(C(C)C)n1	112.6&84.3	108.2	107.4&98.4	112.3&101.5	99.3&93.4	90.1&98.5	79.8&84.3	92.9&94.6	97.6&109.9
c1cc(CCNC2CCCCC2)ccn1	97.3	98.3	92.3	117.3	122.5	104.5	74.6	90.7	115.8
C=CCOC(C(=O)OCCN(CC)CC)(c1ccccc1)c1ccccc1	93.6	94.0	98.8	103.2	93.2	69.6	79.7	89.7	116.7
O=C(/C=C/c1sc(N(CCCl)CCCl)nc1Cl)c1ccc(Br)cc1	82.9	94.7	101.7	99.9	124.3	90.0	86.0	78.0	114.6
Oc1c(Cl)cccc1Cc1cc(Cl)cc(Cl)c1O	71.9	57.8	56.2	68.8	90.5	94.3	48.4	48.2	82.5
Oc1ccc(Br)cc1	102.5	100.4	102.2	111.8	97.6	93.4	93.0	101.8	127.2

Compounds from the list above that contain sulfur:
SMILES	CAKI-1	786-0	SN12C	ACHN	TK-10	A498	UO-31	PC-3	RXF 393
CC1(C)N=C(N)N=C(N)N1c1ccc(OCc2ccc(S(=O)(=O)F)c(Cl)c2)c(Cl)c1	/	35.2	27.8	39.6	68.7	90.9	115.0	53.0	61.7
CC(C)[C@@H]1NC(=O)[C@]2(C)CSC(=N2)c2csc(n2)CNC(=O)C[C@@H](/C=C/CCS)OC1=O	/	10.2	31.7	5.8*	/	-74.8*	10.4	17.0	-57.7*
CC1(C)N=C(N)N=C(N)N1c1ccc(OCCCCNC(=O)Nc2cccc(S(=O)(=O)F)c2)c(Cl)c1	96.6	35.8	7.5*	94.9	62.0	90.3	90.1	5.7*	58.2
COc1ccc(/C=C\c2cc(OC)c(OC)c(OC)c2)cc1OCC(=O)Nc1nc2ccc(C(F)(F)F)cc2s1	24.5	83.2	45.8	38.2	8.6*	14.3	21.0	31.5	-4.8*
COc1ccc(C=C2C(=O)NC(=S)NC2=O)cc1OC	102.0	112.5	102.7	98.6	109.4	106.2	83.0	96.9	124.4
ClCCN(CCCl)c1nc(Cl)c(C2CC(c3ccc(Cl)cc3)=NN2c2cc(Cl)cc(Cl)c2)s1 (stereo not given)	82.9	103.2	92.0	106.1	108.9	100.6	91.3	93.6	119.3
CCOP(=S)(OCC)Oc1cc(C)nc(C(C)C)n1	112.6&84.3	108.2	107.4&98.4	112.3&101.5	99.3&93.4	90.1&98.5	79.8&84.3	92.9&94.6	97.6&109.9
O=C(/C=C/c1sc(N(CCCl)CCCl)nc1Cl)c1ccc(Br)cc1	82.9	94.7	101.7	99.9	124.3	90.0	86.0	78.0	114.6

Assay outcomes deposited in PubChem by NCI.
